# High-throughput results deposited in PubChem BioAssay by National Center for Advancing Translational Sciences (NCATS).
# Luc counter – blocks Kinase-Glo luciferase, a counter-screen artifact. Q27757. Kinase-Glo luciferase, ATP luminescence, 8 min. Potency, µM (titrated, usually from 38.3 µM), inactives show at the highest dose activity change, negative = inhibition, actives largely listed as inhibitors. hit rate 0.28% among 200,000; note: potency is the fitted concentration of half-maximal effect; % is set by controls: 0 for no effect and ±100 for the full control effect; nearly all actives have a fitted effect of over 60% in size
#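 Luminescence was the read-out, taken after 8-minute incubation at ambient temperature. Luciferase turned over luciferin with 10 uM ATP in imidazole pH 7.2 buffer containing KCl, MgCl2, Tween 20 and BSA.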
# CBFb RUNX1 block – CBF-beta/RUNX1 interaction disruption. Q01196+Q13951. 230,000 tested, under 10 active. Potency, µM (doses to about 59.8 µM), for the others: at the highest dose activity, negative = inhibition, usual class: inhibitors. AlphaScreen CBFb-His/RUNX1-biotin binding, biochemical. AID 1477; note: % of control where 0% means no effect
# Target sequence (Q01196 whole entry, looked up): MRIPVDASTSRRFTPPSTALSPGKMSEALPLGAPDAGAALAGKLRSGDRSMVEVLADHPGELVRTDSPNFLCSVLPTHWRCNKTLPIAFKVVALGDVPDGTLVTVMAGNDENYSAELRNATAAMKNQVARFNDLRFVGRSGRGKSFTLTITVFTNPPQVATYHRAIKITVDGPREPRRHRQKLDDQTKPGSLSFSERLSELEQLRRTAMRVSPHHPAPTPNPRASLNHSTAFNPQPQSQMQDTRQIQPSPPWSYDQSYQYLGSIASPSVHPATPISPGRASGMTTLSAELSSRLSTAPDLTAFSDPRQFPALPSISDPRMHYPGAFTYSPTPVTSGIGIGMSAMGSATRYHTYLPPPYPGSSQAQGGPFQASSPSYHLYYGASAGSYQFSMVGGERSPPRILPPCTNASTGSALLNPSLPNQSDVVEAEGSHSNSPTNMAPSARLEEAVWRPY
# Target sequence (Q13951 whole entry, looked up): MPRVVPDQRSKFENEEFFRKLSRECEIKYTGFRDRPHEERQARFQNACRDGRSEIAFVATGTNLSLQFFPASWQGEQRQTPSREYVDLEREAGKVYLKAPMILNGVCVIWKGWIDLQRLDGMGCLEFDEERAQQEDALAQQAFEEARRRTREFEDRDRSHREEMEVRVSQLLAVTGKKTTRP
#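 Interaction loss through any mechanism counts as activity. Pre-formed complex of His-CBF-beta and biotin-RUNX1 (30 nM apiece) is incubated with compound 15 min, then with 50 ng nickel and 50 ng streptavidin beads for 90 min before AlphaScreen detection.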
# SMN2 splice up – increases expression of the SMN2 splice variant | HEK293 SMN2-luciferase splicing reporter, luminescence, 30-36 h | Potency, µM (doses to about 46.1 µM), for the others: at the top dose activity change, positive = activation, actives largely listed as activators | hit rate 2.8% among 210,000 | AID 1458; note: potency is the fitted concentration of half-maximal effect; % of control where 0% means no effect; nearly all actives have a fitted effect of over 55% in size
#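 qHTS luciferase splicing reporter: luminescence rises when SMN2 exon 7 is included in transfected HEK293 cells. Compound exposure lasted 30-36 h at 37C, with 4.5 mM final sodium butyrate as control, followed by a ONE-Glo read.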
# IMPase Li cell – membrane-permeable IMPase blocker, potentiated with lithium. CHO-M1 cells, IP1 TR-FRET (IP-One), carbachol + lithium. Potency, µM (titrated, usually from 59.4 µM), without a hit: top-dose activity, negative = IMPase inhibition, usual class: inhibitors. hit rate 0.35% among 210,000. AID 1457;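 note: IP1 builds up when IMPase is blocked and the TR-FRET signal falls; potency is the fitted concentration of half-maximal effect; plate controls were basal vehicle for no effect and high inhibitor control for full effect; nearly all actives have a fitted effect of over 50% in size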
#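 Concentration–response in CHO-M1 cells, lithium-potentiated; 30 min at 37C. IP1 detected by competitive TR-FRET after 10 min lysis at RT. Hill-fitted AC50.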
# HttQ103 aggreg – reduces HttQ103-GFP aggregates in PC12 cells | PC12 HttQ103-GFP aggregates, Acumen cytometry, 40 h | Potency, µM (highest dose often 46.1 µM), for inactives: top-dose activity change, negative = inhibition, usual class: inhibitors | hit rate 1.1% among 220,000; note: potency is the fitted concentration of half-maximal effect; % is set by controls: 0 for no effect and ±100 for the full control effect; nearly all actives have a fitted effect of over 60% in size
#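 PC12/HTTQ103-GFP, ecdysone-inducible; teb 100 nM; cpd qHTS titration; GFP aggregates read on laser cytometer, Ex 488/Em 500-530 nm.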
# LMNA splice mod – changes lamin A minigene splicing in HeLa cells; HeLa LMNA splicing GFP/RFP minigene ratio, 48 h; Potency, µM (doses to about 46.1 µM), for inactives: at the top dose ratio change, negative = inhibition, actives largely listed as inhibitors; hit rate 0.01% among 200,000; AID 1487; active = well fitted inhibition curve with a large enough effect in the signal ratio, with a control signal flat, not every such curve was filed as active; inconclusive = small, poorly fitted or top-dose-only effect, or effect the other way, or a change in a side signal; the % refers to the signal ratio; note: potency is the fitted concentration of half-maximal effect; % is set by controls: 0 for no effect and ±100 for the full control effect
#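 Read-out is the ratio of GFP to DsRed2 object intensity, acquired by 488 nm laser-scanning cytometry on HeLa lamin A-EGFP minigene reporter cells. Compound incubation 48 hrs at 37 °C in Opti-MEM with 2% FBS; DMSO 0.5% final.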
# HTT ATP protect – cytoprotection in Huntington HTT-Q103 PC12 cell model; hit rate 0.14% among 230,000; Potency, µM (titrated, usually from 56.4 µM), for inactives: cytoprotection (ATP increase), hits mostly activators; PC12 HTT-Q103 induced, cytoprotection, ATP luminescence, 40 h;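 note: potency is the fitted concentration of half-maximal effect; % of control where 0% means no effect; nearly all actives have a fitted effect of over 45% in size; toxic huntingtin expression switched on by the ecdysone agonist tebufenozide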
#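 PC12 cells with ecdysone-inducible HTT exon 1 Q103-GFP, induced with 100 nM tebufenozide and co-treated with library compounds in a dose series (1536-well, 1500 cells/well). Cytoprotection read as ATP content by ATPlite luminescence.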
# * hit, by the source's call; ? = inconclusive; nt = not tested or not shown; [ ] = another dose, or the depositor's remark. Unless noted, calls come from the whole dose curve; as a rule, active = well fitted curve in the direction sought with a large enough effect; inconclusive = small, poorly fitted or top-dose-only effect, or another doubt; inactive = no such curve, though single readings can be large; an effect the other way counts as inactive or inconclusive.
SMILES,Luc counter,CBFb RUNX1 block,SMN2 splice up,IMPase Li cell,HttQ103 aggreg,LMNA splice mod,HTT ATP protect
O=C1C(=O)N(c2ccc(O)cc2)C(c2ccccc2[N+](=O)[O-])/C1=C(\O)c1ccccc1 (stereo not given),nt,-9%,nt,nt,-15%[9.22 µM],nt,17%[10 µM]
O=C(/C(=C/c1cccnc1)n1ccnc1)c1ccc(Cl)cc1Cl,nt,-2%,nt,nt,8%[9.22 µM],nt,16%[10 µM]
CCC(C)c1ccc(OCC(=O)O)cc1 (stereo not given),-1%,6%,14%,-3%[38.3 µM],3%,20%,-11%
N/C(=N\OC(=O)c1ccc2c(c1)OCO2)c1ccc(Cl)cc1,?,0%,?,-3%[38.3 µM],1%,14%,-23%
COc1ccc(Cn2c(-c3ccc(C)cc3)c[n+]3ccccc23)cc1,-1%,-4%,-43%[inhibitor],16%,8.9µM*,?,22%[1.9 µM]
COc1ccc(NC(=O)N2CCc3ccccc32)cc1,?,-1%,3.2µM*,34%[activator][38.3 µM],-6%,-12%,-88%[inhibitor]
O=C(NCc1cccs1)C(Cc1ccccc1)n1cccc1 (stereo not given),2%,5%,-8%,13%[38.3 µM],7%,-3%,-10%[10 µM]
CC(C)OC(=O)NCN1C(=O)C2C3C=CC(C3)C2C1=O (stereo not given),1%,-1%,-2%,3%[38.3 µM],-1%,0%,17%
CCOc1ccc(N2C(=O)CC(Sc3ccccc3C(=O)O)C2=O)c([N+](=O)[O-])c1 (stereo not given),0%,-9%,14%,6%,17%,-10%[46 µM],nt
COc1cc(/C=C2/S/C(=N/S(=O)(=O)Cc3ccccc3)NC2=O)c([N+](=O)[O-])cc1OC,nt,3%,nt,nt,3%[9.22 µM],nt,-5%[10 µM]
CN(Cc1ccccc1)C(=O)c1ccc2c(c1)OCO2,1%,-7%,-11%,9%,12%,1%,-14%[10 µM]
O=C1CC(c2ccc(F)cc2)c2cc3c(cc2N1)CCC3 (stereo not given),2%,-8%,-5%,13%,-20%,-2%,14%[10 µM]
CC(C)[C@H](NC(=O)c1ccco1)C(=O)OCC(=O)c1ccc2c(c1)NC(=O)CO2,0%,-4%,4%,6%,-4%,10%[46 µM],13%[10 µM]
CC(=O)N(C1CC(C)C(C#N)(C#N)C1(C#N)C#N)N(C)C (stereo not given),1%,4%,-27%,1%,18%[9.22 µM],?,-16%
COCCCNC(=O)CCn1c(=O)c2ccccc2n(Cc2cccc([N+](=O)[O-])c2)c1=O,3%,-16%,-12%,7%,-3%,nt,?
COC(=O)c1nnn(Cc2ccccc2)c1N,-3%,2%,?,5%[38.3 µM],3%,10%,-18%
CCn1c(CSCc2ccc(F)cc2)nnc1SCC(=O)NCc1ccccc1,-2%,8%,-9%,33%[38.3 µM],27%,-8%,-9%
CCN1CCN(S(=O)(=O)c2cccs2)CC1,0%,-4%,-11%,26%[38.3 µM],14%,3%,1%
Cc1cc(C)n(-c2nc(Nc3ccccc3C(F)(F)F)nc(-n3nc(C)cc3C)n2)n1,-3%,5%,-97%[inhibitor],29%,10µM*,?,11%[1.9 µM]
COC(=O)c1ccc(C23CC2(C(NP(=O)(c2ccccc2)c2ccccc2)c2ccccc2)C3)cc1 (stereo not given),-8%,-17%,3%,9%,nt,nt,-48%[inhibitor]
Cc1cc(C(=O)COC(=O)CCCN2C(=O)c3ccccc3C2=O)c(C)n1C,9%,-10%,11%,-3%[38.3 µM],1%,6%,4%[10 µM]
Nc1nc(Br)c2c(F)cccc2c1-c1ccccc1,-1%,-3%,-1%,-9%[38.3 µM],7%,9%,-6%
c1ccc(N(c2ccccc2)c2nc(N3CCCC3)nc(-n3ccnc3)n2)cc1,-3%,-6%,-40%[inhibitor],24%[38.3 µM],?,?,-66%[inhibitor]
CN(C)c1nc(N2CCN(c3ccc(F)cc3)CC2)c(C#N)c(=O)o1,2%,-5%,-10%,-7%,10%,-1%,-15%[10 µM]
Cc1onc(-c2c(F)cccc2Cl)c1C(O)c1ccc(F)cc1 (stereo not given),nt,1%,nt,nt,6%[9.22 µM],nt,7%[10 µM]
# New compounds follow.
SMILES,Luc counter,CBFb RUNX1 block,SMN2 splice up,IMPase Li cell,HttQ103 aggreg,LMNA splice mod,HTT ATP protect
COc1ccc(N(C(=O)COc2ccccc2)C2C=CS(=O)(=O)C2)cc1 (stereo not given),1%,8%,-9%,24%[38.3 µM],9%,13%,-13%
COc1cc(SC)ccc1C(=O)Nc1ccccn1,nt,16%,nt,nt,23%[9.22 µM],nt,-54%[inhibitor][10 µM]
COc1ccc(CCNC(=O)CN(c2ccc(C)cc2)S(=O)(=O)c2c(C)noc2C)cc1OC,nt,-9%,nt,nt,4%,4%,2%
O=[N+]([O-])c1cccnc1NCCNc1ncc(C(F)(F)F)cc1Cl,-2%,-12%,13µM*,-4%[38.3 µM],-18%,4%,15%
Cc1ccc(N(CC(=O)NCC2CCCO2)C(=O)CCC(=O)Nc2ccccn2)cc1C (stereo not given),-2%,5%,7%,-1%,6%,-9%,-13%[10 µM]
COC(=O)CCC(=O)c1oc2ccc(Cl)cc2c1NC(=O)CCCN1C(=O)c2ccccc2C1=O,-2%,-1%,19%,-9%[38.3 µM],2%,6%,2%
C(=N\Nc1nc(N2CCOCC2)nc(N2CCOCC2)n1)/c1ccncc1,4%,7%,-6%,1%,-12%,-4%,-8%[10 µM]
O=C(NCCCN1CCCCCC1)c1ccc(CS(=O)(=O)Cc2ccccc2F)o1,-1%,?,-14%,12%,-1%,-11%,15%[10 µM]
O=C(Nc1ccccc1Br)c1ccccc1-c1ccccc1,0%,22%,-14%,17%,15%,?,nt
CC1=NN(C(=O)c2ccc(Cn3nc(C)cc3C)o2)C(O)(C(F)(F)F)C1 (stereo not given),-4%,-6%,-13%,19%[38.3 µM],5%,6%,9%
CN(C[C@H](Cc1ccccc1)N(C[C@H](c1ccccc1)N(CCc1ccccc1)N=O)N=O)N=O,nt,-4%,nt,6%,-3%[9.22 µM],nt,24%[10 µM]
CCOC(=O)N1CCN(c2ccc(C(C)=O)cc2F)CC1C (stereo not given),2%,12%,6%,13%,-19%,-5%[46 µM],nt
C=CCn1c(N)cc(=O)nc1SC(C)C(=O)Nc1cccc2ccccc12 (stereo not given),3%,-2%,6%,4%,26%,-9%,20%[10 µM]
Cc1c(CCO)c(=O)n(C)n1C(=O)c1ccc(Cl)cc1,1%,8%,-15%,6%[38.3 µM],-14%,5%,-15%
Cc1ccc(NC(=O)c2cccc(N3C(=O)C4C5CCC(C5)C4C3=O)c2)c(C)c1 (stereo not given),6%,2%,-31%[inhibitor],-6%,0%,-4%,18%[10 µM]
CC(=O)Nc1ccc(-c2nnn(CC(=O)c3ccccc3)n2)cc1Cl,-2%,4%,-11%,2%[38.3 µM],4%,-1%,-2%
Cc1cc(C)c(NC(=O)COC(=O)c2cccc3c2C(=O)c2ccccc2C3=O)c(C)c1,0%,?,-7%,6%,24%,-1%,-12%[10 µM]
CCOC(=O)N1CCN(Cc2nc(N)nc(Nc3ccc(OCC)cc3)n2)CC1,-2%,-14%,-2%,-17%[38.3 µM],-1%,6%,-31%
CCNC(=O)C1CC(=O)N(c2ccc(Br)cc2)C1 (stereo not given),-5%,-1%,nt,25%[38.3 µM],-3%,-5%,-10%
COc1cc(S(=O)(=O)NCCN2CCOCC2)ccc1-n1cnnn1,2%,1%,-31%[inhibitor],6%,9%,nt,13%[10 µM]
COc1ccc(C(=O)Nc2cccc(S(C)(=O)=O)c2)cc1OC,-9%,5%,11%,8%,-5%,?,-23%
C=COCCNC(=O)Nc1ccc(Cl)cc1Cl,4%,1%,17%,23%[38.3 µM],-24%,2%,-10%
CCc1ccc(-c2cc(C(F)(F)F)n3nc(C(=O)Nc4cnn(Cc5ccc(C)cc5)c4)cc3n2)s1,1%,11%,-1%,-1%[38.3 µM],15%,?,-93%[inhibitor]
O=S(=O)([N-]c1nc2ccccc2nc1-[n+]1ccc(CCCc2ccccc2)cc1)c1cccs1,nt,-11%,nt,nt,12%[9.22 µM],nt,-9%[10 µM]
CCN(CC)S(=O)(=O)c1cccc(NC(=O)c2ccc(-n3nc(C)cc3C)cc2)c1,0%,-11%,-86%[inhibitor],12%,-13%,?,-10%[10 µM]
# (next part)
SMILES,Luc counter,CBFb RUNX1 block,SMN2 splice up,IMPase Li cell,HttQ103 aggreg,LMNA splice mod,HTT ATP protect
Cc1ccccc1CSCC(=O)c1c(N)n(C)c(=O)n(C)c1=O,0%,8%,-4%,18%[38.3 µM],-13%,0%,-3%[10 µM]
Cc1ccc(NC(=O)CS(=O)CC(=O)NCCCN(C)c2ccccc2)cc1 (stereo not given),1%,-1%,-9%,7%[38.3 µM],-3%,-8%,1%[10 µM]
CN(C)CCn1nnc2c(=O)oc3ccccc3c21,-7%,5%,-1%,7%,nt,-2%[46 µM],nt
CC(C)[C@H](NC(=O)c1ccco1)C(=O)OCC(=O)N(C)c1ccccc1,nt,22%,nt,nt,7%[9.22 µM],nt,21%[10 µM]
C/C(=N\Nc1ccccn1)c1ccc2c(c1)OCO2,-2%,?,nt,9%,-17%,nt,-20%
CC1CN(c2cc3nccnc3cc2F)CC(C)O1 (stereo not given),-3%,7%,-7%,10%[38.3 µM],?,8%,-14%[10 µM]
CCCCc1ccc(Nc2ncnc3nc[nH]c23)cc1,-4%,-3%,5%,3%[38.3 µM],-31%,17%,3%
COc1ccc(Nc2nc(NN)nc(C)c2[N+](=O)[O-])cc1,0%,?,14%,10%,?,nt,nt
CCCCCCCCSc1nnc2[nH]c(=O)cc(N)n12,-1%,8%,3%,-7%,0%,nt,-27%
Cc1ccc(S(=O)(=O)N(C)c2cc(S(=O)(=O)N3CCC(C)CC3)c(C)cc2C)cc1,0%,-1%,-37%[inhibitor],-5%[38.3 µM],-15%,10%,-21%

# SMN2 splice up: hit marks shown above
structure	CBFb RUNX1 block	SMN2 splice up	IMPase Li cell	HttQ103 aggreg	LMNA splice mod
COc1ccc(NC(=O)N2CCc3ccccc32)cc1	-1%	3.2µM*	34%[activator][38.3 µM]	-6%	-12%
O=[N+]([O-])c1cccnc1NCCNc1ncc(C(F)(F)F)cc1Cl	-12%	13µM*	-4%[38.3 µM]	-18%	4%
